High-throughput results as filed in PubChem.
NCOA1 inh: SRC1 coactivator transcriptional activity inhibitors, primary screen, cell-based, luminescence; Nuclear receptor coactivator 1 (Homo sapiens), Q15788; HEK293 GAL4-SRC1 luciferase reporter; inhibition, % at 3.6 µM; 360,000 tested, 0.12% active; AID 588354, 2011;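 active = inhibition above the campaign mean plus 3 SD, with each screening campaign given its own cutoff, cut at about 60% in these data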;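 also: 0% = DMSO treated cells and 100% = gossypol at 36 µM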
KKLEB tox: cytotoxicity in KKLEB CF airway cells, primary screen, cytotoxicity control for CF NF-kB inhibitor project, cell-based, uHTS, fluorescence assay plates | 360,000 tested, 0.36% active | KKLEB CF airway cells viability, ATPlite luminescence, overnight; active compounds read low; cells stimulated with P. aeruginosa culture filtrate | activity change (cytotoxicity), % at 5 µM;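 active = corrected activity change at or below -50% at 5 µM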
TWEAK Fn14 block: inhibitors of TWEAK-Fn14 signaling, primary screen, luciferase reporter cells, uHTS; TWEAK-stimulated Fn14 reporter cells, luciferase luminescence, 8 h; inhibition, % at 10 µM; 360,000 tested, 2% active; in the data active = inhibition above about 50%
TROY NFkB inh: inhibitors of TROY-driven NF-kB signaling, primary screen, Q293 LMP1-TROYcd cells, NF-kB luciferase, uHTS. Q293 LMP1-TROYcd NF-kB luciferase reporter, 4 h. inhibition, % at 10 µM. AID 1347056, 2019. 360,000 tested, 0.98% active;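 active = compounds whose plate-normalised and pattern-corrected inhibition of the luciferase reporter signal at the single screening dose is 50% or more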
C8 TRAIL sens: viability loss with TRAIL in NB7+C8 cells, primary screen, TRAIL sensitizer project, cell-based, ATPlite luminescence; inhibition (viability loss, TRAIL sensitization), % at 10 µM; AID 624354, 2012; 360,000 tested, 1% active;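 active = compounds causing at least 50% loss of cell viability in the single-dose screen, relative to plate controls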
NCOA3 inh: SRC3 coactivator transcriptional activity inhibitors, primary screen, cell-based, luminescence; inhibition, % at 3.6 µM; 360,000 tested, 0.17% active; Nuclear receptor coactivator 3 (Homo sapiens), Q9Y6Q9; AID 588352, 2011; HEK293 GAL4-SRC3 luciferase reporter;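 active = inhibition above a per-campaign cutoff, the mean of all compounds plus 3 SD, cut at about 60% in these data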;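 also: 0% = DMSO-treated cells and 100% = gossypol-treated cells at 36 µM; higher means less SRC3-driven luciferase light from the GAL4 reporter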
CF NFkB inh: inhibitors of PAF-induced NF-kB signaling, primary screen, cell-based, GFP fluorescence, uHTS. KKLEB NF-kB-GFP reporter, GFP fluorescence overnight. inhibition, % at 5 µM. 360,000 tested, 0.86% active. AID 588850, 2011;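 active = at least 50% inhibition at 5 µM, scaled per plate between neutral and stimulator controls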;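 also: PAF is a Pseudomonas aeruginosa culture filtrate used as stimulus; plate controls were PAF-stimulated DMSO wells for no effect and unstimulated DMSO wells for full effect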
LRH-1 inv ag: LRH-1 (NR5A2) inverse agonists, primary screen, cell-based, luminescence, HEK293T, StAR-luciferase reporter; LRH-1 transfected, 24 h; 360,000 tested, 0.13% active; Nuclear receptor subfamily 5 group A member 2 (Homo sapiens), O00482; inhibition, % at 3.6 µM;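 active = inhibition above the mean inhibition of all tested compounds plus 3 SD, cut at about 73% in these data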;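 also: 0% = DMSO wells and 100% = reporter-only cells lacking LRH-1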
Target sequence (O00482 whole entry, looked up): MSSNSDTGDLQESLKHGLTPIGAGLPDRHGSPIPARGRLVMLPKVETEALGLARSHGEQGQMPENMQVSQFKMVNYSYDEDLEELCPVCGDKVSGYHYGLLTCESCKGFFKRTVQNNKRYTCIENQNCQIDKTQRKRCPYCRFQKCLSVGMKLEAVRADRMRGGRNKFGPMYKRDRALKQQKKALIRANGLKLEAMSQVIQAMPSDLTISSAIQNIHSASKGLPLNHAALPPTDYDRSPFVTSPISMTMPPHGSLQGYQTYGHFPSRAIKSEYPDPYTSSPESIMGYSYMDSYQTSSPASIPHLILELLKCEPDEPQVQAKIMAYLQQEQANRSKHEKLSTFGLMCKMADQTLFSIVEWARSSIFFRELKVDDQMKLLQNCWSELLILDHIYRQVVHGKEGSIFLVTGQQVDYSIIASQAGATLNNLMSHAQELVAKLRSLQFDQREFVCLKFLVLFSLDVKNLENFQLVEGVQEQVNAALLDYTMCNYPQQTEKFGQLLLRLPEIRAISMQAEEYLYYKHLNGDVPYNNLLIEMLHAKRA
COUP-TFII inh: NR2F2 transcriptional activity inhibitors, primary screen, cell-based, luciferase reporter, HEK293T, luminescence; inhibition, % at 8.6 µM; 370,000 tested, 0.7% active; COUP transcription factor 2 (Homo sapiens), P24468; HEK293T NGFI-A luciferase reporter;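 active = inhibition above a per-plate cutoff, mean inhibition of test wells between control levels plus 3 SD, cut at about 38% in these data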;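 also: cells cotransfected with COUP-TFII expression vector driving the NGFI-A reporter; 0% = median of COUP-TF2 test wells and 100% = reporter-only cells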
Target sequence (P24468 whole entry, looked up): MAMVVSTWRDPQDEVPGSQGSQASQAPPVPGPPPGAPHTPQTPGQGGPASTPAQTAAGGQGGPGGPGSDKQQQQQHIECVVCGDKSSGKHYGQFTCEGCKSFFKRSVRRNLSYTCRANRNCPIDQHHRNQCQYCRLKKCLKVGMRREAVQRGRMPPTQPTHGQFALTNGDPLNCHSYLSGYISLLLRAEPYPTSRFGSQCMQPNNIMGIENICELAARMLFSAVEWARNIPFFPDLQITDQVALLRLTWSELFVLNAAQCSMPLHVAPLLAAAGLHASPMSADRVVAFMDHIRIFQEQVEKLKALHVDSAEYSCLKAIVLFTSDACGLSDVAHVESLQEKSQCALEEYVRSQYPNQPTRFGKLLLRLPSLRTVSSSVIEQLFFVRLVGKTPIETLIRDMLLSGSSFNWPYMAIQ
LMP1 NFkB inh: EBV LMP1-driven NF-kappaB luciferase reporter inhibitors, primary screen, cell-based, luminescence, single point; 350,000 tested, 0.69% active; LMP1-induced NF-kappaB luciferase reporter cells; inhibition, % at 12.5 µM; AID 504558, 2011; in the data active = inhibition above about 41%;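 also: 0% = neutral control wells and 100% = reference inhibitor control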
NCOA2 inhibitor: inhibition of GAL4-SRC2 driven luciferase reporter, primary screen, SRC2 inhibitor project, cell-based, luminescence. inhibition, % at 9 µM. 370,000 tested, 0.17% active. HEK293 GAL4-SRC2 luciferase reporter. AID 651957, 2012. Nuclear receptor coactivator 2 (Homo sapiens), Q15596;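 active = inhibition above the mean inhibition of all tested compounds plus 3 SD, set per campaign, cut at about 52% in these data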;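 also: 0% = DMSO treated cells and 100% = cells given Gossypol at 36 µM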
Starred values were filed as active, the others as inactive; / = not tested or not shown.

Short keys: A = NCOA1 inh; B = KKLEB tox; C = TWEAK Fn14 block; D = TROY NFkB inh; E = C8 TRAIL sens; F = NCOA3 inh; G = CF NFkB inh; H = LRH-1 inv ag; I = COUP-TFII inh; J = LMP1 NFkB inh; K = NCOA2 inhibitor
> O=C1[C@H]2[C@H](ON3CCCC[C@H]23)C(=O)N1c1cccc(C(F)(F)F)c1
  A: 8; B: 0; C: -11; D: -4; E: 15; F: 8; G: -10; H: 6; I: -7; J: 8; K: -50
> O=C(CN1C(=O)S/C(=C\c2ccccn2)C1=O)Nc1ccccc1
  A: -17; B: 2; C: -4; D: -5; E: -1; F: 8; G: 10; H: 11; I: 13; J: -4; K: -18
> COc1ccccc1CNC(=O)Cn1c(=O)oc2cc(S(=O)(=O)N3CCCC3)ccc21
  A: -3; B: -7; C: 28; D: 11; E: -22; F: -6; G: 15; H: 0; I: 17; J: 3; K: -6
> NS(=O)(=O)c1ccc(NC(=S)NNC(=O)c2cccs2)cc1
  A: -45; B: 15; C: -21; D: -54; E: -11; F: -23; G: -16; H: -46; I: -20; J: -2; K: -20
> COc1ccc(C(=O)COC(=O)[C@H](C)NS(=O)(=O)c2ccc(NC(C)=O)cc2)cc1OC
  A: -19; B: -2; C: -1; D: -14; E: -17; F: 13; G: -19; H: -10; I: 14; J: 5; K: -7
> CCCCNC(=O)CSc1nnc(-c2ccc(S(=O)(=O)N3CCCC3)cc2)n1C
  A: 4; B: -9; C: -13; D: 9; E: -12; F: 13; G: 8; H: -14; I: 4; J: 0; K: -21
> Cc1ccc([C@H]2C(C(=O)O)=CC[C@@H](c3ccc(C)cc3)N2S(=O)(=O)c2ccc(C)cc2)cc1
  A: 1; B: -6; C: 15; D: 17; E: -17; F: -13; G: 6; H: -18; I: 20; J: 4; K: 2
> COc1ccc([C@H]2CC(=O)C=C(c3cc(F)ccc3OC)C2)cc1
  A: -2; B: -20; C: 0; D: 19; E: 0; F: -2; G: 18; H: -10; I: 2; J: -8; K: -14
> Cc1nn(C(C)C(=O)O)c(C)c1[N+](=O)[O-] (stereo unspecified)
  A: 4; B: 2; C: -6; D: -7; E: -5; F: 0; G: 12; H: -5; I: -17; J: 5; K: -2
> CC(=O)Nc1ccc(C(=O)NCCCSc2ccccc2)cc1
  A: -6; B: 1; C: -1; D: 2; E: -24; F: 15; G: -14; H: -1; I: 25; J: -2; K: 0
> CCc1c(C)[nH]n(-c2ccc(Oc3ccccc3)c(S(=O)(=O)O)c2)c1=O
  A: -2; B: 5; C: 6; D: 9; E: 4; F: 9; G: 4; H: -2; I: /; J: 0; K: /
> COc1ccc(NC(=O)C2=CC(c3ccc(C)cc3)=NS(=O)(=O)N2C)cc1OC
  A: 4; B: 11; C: 11; D: 9; E: 2; F: -14; G: -3; H: 10; I: 7; J: -5; K: -3
> O=C(O)CNC(=S)N(Cc1ccccc1Cl)C1CCCC1
  A: -22; B: -1; C: -4; D: 7; E: -2; F: 4; G: 10; H: 9; I: -7; J: 3; K: 21
> COc1ccc(-n2c(=O)[nH]cc(C(=O)N3CCc4ccccc43)c2=O)cc1
  A: -12; B: 3; C: -20; D: 9; E: -2; F: -6; G: -6; H: -5; I: 18; J: -4; K: -13
> O=C1c2ccccc2C(c2nnnn2-c2ccc3c(c2)OCCO3)N1CCc1ccccc1F (stereo unspecified)
  A: /; B: /; C: 0; D: -14; E: 0; F: /; G: /; H: -11; I: -10; J: /; K: -31
> Cc1cc(NS(=O)(=O)c2ccc(NC(=O)CCc3ccccc3)cc2)no1
  A: 6; B: -4; C: 5; D: 10; E: -11; F: -1; G: 16; H: 2; I: -21; J: 3; K: -7
> CSc1ccc(/C=N/n2nnnc2N)cc1
  A: -35; B: 26; C: 4; D: -69; E: 9; F: -13; G: -7; H: -29; I: -25; J: -2; K: -56
> CC(SCc1ccccc1)C(=O)NN=C1CCN(C)CC1 (stereo unspecified)
  A: 13; B: -3; C: 13; D: 0; E: 4; F: 16; G: 3; H: 22; I: -3; J: 1; K: 12
> O=C(CN1C(=O)c2ccccc2S1(=O)=O)N1CCCCC1
  A: -63; B: 8; C: 0; D: -33; E: 2; F: -50; G: -6; H: -39; I: -21; J: -41; K: -31
> COc1cccc(NC(=O)C2CC2)c1
  A: -3; B: -1; C: 1; D: -13; E: 4; F: -10; G: -14; H: 0; I: 6; J: -2; K: -11
> Cc1ccccc1-c1ccc2c(c1)O[C@@H](CN(C)Cc1ccc(C(=O)O)cc1)[C@@H](C)CN([C@H](C)CO)S2(=O)=O
  A: 7; B: 3; C: 8; D: 7; E: 3; F: -3; G: 45; H: -18; I: 4; J: 2; K: 11
> Cc1cccc(-c2noc(CN(C(=O)c3c(-c4ccccc4Cl)noc3C)C(C)C)n2)c1
  A: 0; B: -5; C: -1; D: 19; E: 12; F: 30; G: 16; H: 26; I: 29; J: 6; K: 17
> Cc1cc(C)cc(NC(=O)CN2C(=O)COc3ccc(S(=O)(=O)N4CCCC4)cc32)c1
  A: -6; B: 17; C: -3; D: 12; E: 5; F: 3; G: -7; H: -10; I: -4; J: -15; K: -16
> COC(=O)CSc1nnc(C)n1-c1cccc(C#N)c1
  A: 3; B: 8; C: 14; D: -4; E: -12; F: -9; G: 1; H: 22; I: -13; J: 30; K: 2
> Oc1ccc(/C=N/n2c(-c3ccccc3)n[nH]c2=S)cc1Br
  A: -7; B: -16; C: 22; D: 1; E: -2; F: 4; G: 21; H: 11; I: -4; J: -3; K: -14

Compound profiles, as listed above. Order of screens: NCOA1 inh, KKLEB tox, TWEAK Fn14 block, TROY NFkB inh, C8 TRAIL sens, NCOA3 inh, CF NFkB inh, LRH-1 inv ag, COUP-TFII inh, LMP1 NFkB inh, NCOA2 inhibitor
`Cc1cccc(-c2noc(CN(C(=O)c3c(-c4ccccc4Cl)noc3C)C(C)C)n2)c1` in the list: 0, -5, -1, 19, 12, 30, 16, 26, 29, 6, 17
`NS(=O)(=O)c1ccc(NC(=S)NNC(=O)c2cccs2)cc1` in the list: -45, 15, -21, -54, -11, -23, -16, -46, -20, -2, -20

Additional records:
Short keys: A = NCOA1 inh; B = KKLEB tox; C = TWEAK Fn14 block; D = TROY NFkB inh; E = C8 TRAIL sens; F = NCOA3 inh; G = CF NFkB inh; H = LRH-1 inv ag; I = COUP-TFII inh; J = LMP1 NFkB inh; K = NCOA2 inhibitor
> O=C(CCCc1nc(-c2ccc(Cl)cc2)no1)NC1CCCC1
  A: 3; B: -21; C: 41; D: -15; E: 20; F: 15; G: 24; H: 15; I: 10; J: 26; K: 27
> C=CCOC(=O)C(C#N)c1nc2ccccc2nc1N1CCC(C(=O)OCC)CC1 (stereo unspecified)
  A: 6; B: -21; C: -5; D: 9; E: 12; F: 9; G: 34; H: 9; I: 13; J: 6; K: 5
> CN(C)CCCN(Cc1ccccc1)C(=S)Nc1ccc(SC(F)F)cc1
  A: 1; B: 4; C: -5; D: 1; E: 8; F: 6; G: 14; H: 20; I: 1; J: 7; K: 15
> O=C(NCc1cccc(CNC(=O)C(=O)NCC2CCCO2)c1)C(=O)NCC1CCCO1 (stereo unspecified)
  A: 18; B: 3; C: -8; D: 0; E: 0; F: 2; G: -23; H: 2; I: -13; J: 2; K: 4
> COc1cccc(CSc2nnc(-c3ccc(F)cc3)o2)c1
  A: -4; B: 10; C: -23; D: -35; E: 12; F: 2; G: 16; H: 14; I: 7; J: -5; K: -5
> Cc1oc2ccc(NS(=O)(=O)c3ccc(F)cc3)cc2c1C(=O)O
  A: -12; B: 0; C: 24; D: 6; E: 4; F: 4; G: 5; H: -21; I: 21; J: 2; K: -1
> CCc1cc(C(=O)N2CCN(c3ncc(C(F)(F)F)cc3Cl)CC2)sc1C
  A: 8; B: -3; C: 56*; D: 35; E: 8; F: -17; G: -2; H: -19; I: 25; J: -2; K: 2
> O=C(O)c1ccc([N+](=O)[O-])nc1
  A: 8; B: 1; C: 6; D: 1; E: 3; F: 6; G: 9; H: 20; I: -20; J: -11; K: -9
> Cc1cc(C)n2cc(CSc3nc4cc(Cl)ccc4o3)nc2n1
  A: -5; B: -1; C: -17; D: 5; E: -13; F: 7; G: -5; H: -5; I: -9; J: 10; K: 24
> O=C(O)CSc1cc(NS(=O)(=O)c2ccc(Br)cc2)c2ccccc2c1O
  A: -3; B: -31; C: 98*; D: -15; E: 48*; F: 4; G: 91*; H: 14; I: 6; J: 2; K: -34
> COC(=O)C1C(=O)c2c([nH]c(C(=O)OC3CCCCCC3)c2C)CC1C (stereo unspecified)
  A: -88; B: 11; C: -72; D: -10; E: 1; F: -35; G: -36; H: -7; I: -21; J: -38; K: -77
> COc1ccc(C2=NOC(C)(c3nnc(-c4ccc(Cl)cc4)o3)C2)cc1 (stereo unspecified)
  A: -16; B: -9; C: -22; D: -7; E: 11; F: -15; G: 13; H: 10; I: -11; J: 0; K: -10
> Cc1ccc(OCc2nnc(SCC(=O)Nc3ccc4c(c3)OCCO4)n2Cc2ccco2)cc1
  A: 7; B: 4; C: 19; D: -28; E: -8; F: 10; G: 8; H: 42; I: 11; J: 2; K: 10
> CSc1ncccc1C(=O)OCC(=O)NC(C)CCc1ccccc1 (stereo unspecified)
  A: -2; B: 2; C: -5; D: -18; E: -1; F: 3; G: 17; H: -8; I: -13; J: 0; K: 9
> CC(C)(C)n1nnnc1C(c1cccnc1)N1CCN(c2ccccn2)CC1 (stereo unspecified)
  A: -2; B: 5; C: 8; D: 14; E: 9; F: -6; G: 2; H: -4; I: -6; J: 12; K: -26
> Cc1cc2oc(=O)cc(CN(C)Cc3ccccc3)c2cc1C
  A: -69; B: -5; C: -39; D: -53; E: 1; F: -70; G: 13; H: -55; I: -2; J: /; K: -27
